Screens: PubChem, several laboratories
MCL1-BIM inh: inhibitors of human MCL1 binding to BIM-BH3 peptide; Q07820; GST-MCL1 / FITC-Bim-BH3 fluorescence polarization; inhibition, % at 10.9 µM; 320,000 compounds, 0.68% hits; AID 2057;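 active = inhibition above the mean inhibition of all tested compounds plus 3 SD, set per campaign, cut at about 40% in these data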;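 note: 0% = DMSO wells and 100% = unlabeled Bim-BH3 peptide control; higher means more loss of mP so more displacement of Bim peptide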
Target sequence (Q07820 whole entry, looked up): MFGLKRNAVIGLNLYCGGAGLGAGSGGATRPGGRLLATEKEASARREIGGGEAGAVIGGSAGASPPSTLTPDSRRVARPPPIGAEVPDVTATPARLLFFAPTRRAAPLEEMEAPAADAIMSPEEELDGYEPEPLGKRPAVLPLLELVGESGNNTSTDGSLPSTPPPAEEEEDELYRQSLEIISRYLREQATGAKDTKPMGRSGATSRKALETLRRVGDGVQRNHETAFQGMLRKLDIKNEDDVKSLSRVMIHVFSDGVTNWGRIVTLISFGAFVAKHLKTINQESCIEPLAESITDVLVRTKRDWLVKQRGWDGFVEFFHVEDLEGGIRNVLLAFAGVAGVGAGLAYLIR
Fam108B counter: counter-screen for RBBP9 inhibitors: inhibitors of mouse Fam108B. recombinant Fam108B, FP-Rh probe fluorescence polarization. inhibition, % at 9.51 µM. 300,000 compounds, 0.33% hits. AID 1947;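 active = inhibition above the screen mean inhibition plus 3 SD, computed separately per campaign, cut at about 18% in these data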;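 note: inhibitors lower polarization as less probe binds the enzyme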
pPAFAH inh: inhibitors of human plasma PAF acetylhydrolase (pPAFAH); Q13093; recombinant pPAFAH, FP-rhodamine probe fluorescence polarization; inhibition, % at 3.39 µM; 330,000 compounds, 1.5% hits;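 active = inhibition above the mean inhibition across the screen plus 3 SD, cut at about 25% in these data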;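 note: inhibitors block binding of the rhodamine activity-based probe so polarization drops; 0% = enzyme with DMSO and 100% = wells lacking pPAFAH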
BCLXL inh: Bcl-xL (human) inhibition; Q07817; GST-Bcl-xL / FITC-Bim BH3 peptide fluorescence polarization; inhibition, % at 10.9 µM; 320,000 compounds, 0.7% hits; AID 2129;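 active = inhibition above the mean of all tested compounds plus 3 SD, cutoff set per campaign, cut at about 30% in these data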;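 note: 0% = DMSO wells and 100% = unlabeled Bim-BH3 peptide competitor; inhibitors lower millipolarization by displacing the labeled peptide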
Target sequence (Q07817 whole entry, looked up): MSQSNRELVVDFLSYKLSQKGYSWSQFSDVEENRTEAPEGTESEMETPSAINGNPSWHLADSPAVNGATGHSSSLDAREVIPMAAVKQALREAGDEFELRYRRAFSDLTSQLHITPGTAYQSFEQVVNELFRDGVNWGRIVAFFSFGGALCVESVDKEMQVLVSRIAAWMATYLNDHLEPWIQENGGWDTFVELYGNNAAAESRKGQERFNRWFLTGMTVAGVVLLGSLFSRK
PAFAH1B2 inh: blocks human PAF acetylhydrolase 1b catalytic subunit 2 | P68402 | recombinant PAFAH1B2, FP-rhodamine activity probe, fluorescence polarization | inhibition, % at 3.39 µM | 340,000 compounds, 1.2% hits | AID 492953;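 active = inhibition above the mean of all tested compounds plus 3 SD, cut at about 24% in these data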;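 note: 0% = enzyme with DMSO and 100% = wells lacking PAFAH1B2; many of its hits are not listed in these tables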
Target sequence (P68402 whole entry, looked up): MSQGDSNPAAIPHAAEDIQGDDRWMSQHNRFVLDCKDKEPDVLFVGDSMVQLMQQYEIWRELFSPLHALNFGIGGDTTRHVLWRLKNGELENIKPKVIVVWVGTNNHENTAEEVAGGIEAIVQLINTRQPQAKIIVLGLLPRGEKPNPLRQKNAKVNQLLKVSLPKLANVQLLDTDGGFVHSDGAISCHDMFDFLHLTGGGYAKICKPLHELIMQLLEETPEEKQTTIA
AHR act: activators of human aryl hydrocarbon receptor; P35869; AHR-responsive luciferase reporter cells, luminescence; activation, % at 5 µM; 320,000 compounds, 2.5% hits; in the data active = activation above about 47%;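 note: 0% = vehicle wells and 100% = reference agonist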
MEX-5 binding: C. elegans MEX-5 TCR-2 RNA binding activity; Q9XUB2; MEX-5/FITC-TCR2 RNA binding, fluorescence polarization; active compounds read low; activity score (negative = inhibition of binding), % at 10 µM; 300,000 compounds, 0.38% hits;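 active = inhibition past about -25% in most replicates, and total fluorescence under double the plate's negative control median, limit read from the data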;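 note: 0% = DMSO and -100% = 5 µM competing unlabeled TCR2 RNA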
PME-1 primary: PME-1 (human) inhibition. Q9Y570. recombinant PME-1, FP-Rh probe fluorescence polarization. inhibition, % at 5.9 µM. 320,000 compounds, 0.53% hits. AID 2130;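 active = inhibition above the campaign mean of all compounds plus 3 SD, cut at about 26% in these data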;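 note: competitive labeling of PME-1 active site by serine hydrolase directed probe; 0% = PME-1 with DMSO and 100% = wells lacking PME-1 enzyme; inhibitors block probe labeling so polarization falls and inhibition rises; many of its hits are not listed in these tables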
GLD-1 TGE inh: GLD-1-TGE RNA interaction inhibition (C. elegans); Q17339; purified GLD-1 + fluorescein TGE RNA, fluorescence polarization; inhibition, % at 5.96 µM; 320,000 compounds, 0.44% hits;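 active = percent inhibition above a per-plate cutoff, the plate mean of test compounds plus 3 SD, cut at about 30% in these data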;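 note: 0% = DMSO wells with GLD-1 and probe and 100% = wells lacking GLD-1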
* marks the source's active call; other numbers are inactive results; . = no result given. This is a subset. The share of hits here may be higher or lower than overall.

no.	canonical_smiles	MCL1-BIM inh	Fam108B counter	pPAFAH inh	BCLXL inh	PAFAH1B2 inh
1	CCOC(=O)c1[nH]cnc1C(=O)NC1CCN(C(=O)OC(C)(C)C)CC1	0	.	-2	5	5
2	CNC(=O)c1nn(-c2ccccc2)ccc1=O	6	1	5	0	-1
3	O=C(COc1ccccc1)NNc1c2ccccc2nc2ccccc12	-1	10	8	-10	3
4	CN(C(=O)COc1ccc(-c2nnco2)cc1)C1CCS(=O)(=O)C1 (stereo unspecified)	-2	-2	-9	-4	-3
5	COC(=O)c1ccccc1NC(=O)c1ccc(-c2ccccc2F)o1	5	-4	1	5	-1
6	CCN(C(=O)COC(=O)c1cccnc1SC)C1CCCCC1	-11	.	-3	-4	11
7	Cc1ccc(-n2c(Cn3c(C)nc4ccccc43)n[nH]c2=S)cc1	9	0	0	-1	8
8	COc1cccc(NC(=O)CNC(C)CCC(C)C)c1 (stereo unspecified)	2	-1	-1	4	3
9	Cc1ccc(O)c(C(=O)c2cnc3c(c2)COc2ccc(C)cc2-3)c1	-7	-14	-1	0	-4
10	O=C(CCCOc1ccccc1)Nc1cc(S(=O)(=O)N2CCOCC2)ccc1N1CCOCC1	4	.	2	-7	2

no.	AHR act	MEX-5 binding	PME-1 primary	GLD-1 TGE inh
1	-2	.	3	3
2	4	1.3	-4	3
3	-12	-1.4	17	-9
4	-1	-0.4	-4	-7
5	5	0.6	-7	1
6	-1	.	-7	-6
7	0	9.1	3	4
8	1	1.0	-2	4
9	0	3.4	-15	7
10	0	.	8	1

Additional results.
no.	canonical_smiles	MCL1-BIM inh	Fam108B counter	pPAFAH inh	BCLXL inh	PAFAH1B2 inh
11	NS(=O)(=O)c1ccc(CNC(=S)NCc2ccc(Cl)cc2)cc1	9	1	4	11	9
12	CC(C)CN(C(=O)COC(=O)c1cnc(Cl)c(Cl)c1)c1c(N)n(Cc2ccccc2)c(=O)[nH]c1=O	4	6	2	1	5
13	O=C1c2cccc3cccc(c23)C(=O)N1CCN1CCN(CC(O)COc2ccc3ccccc3c2)CC1 (stereo unspecified)	-6	-8	3	0	-4
14	CC(=O)c1sc(C(C)(C)C)cc1NC(=O)c1ccccc1C(=O)O	-1	0	0	0	.
15	Cc1ccc(N2CC(C(=O)N3CCC(C(=O)NC(C)(C)C)CC3)CC2=O)cc1 (stereo unspecified)	4	0	2	-3	2
16	CCOC(=O)c1ccc(NS(C)(=O)=O)cc1	-6	8	1	1	-1
17	COCCOC(=O)C1=C(C)NC(=O)NC1c1ccc(Cl)cc1 (stereo unspecified)	0	1	-3	-1	0
18	CCCCCC(=O)OCCc1c(C)nc2nc[nH]n2c1=O	2	2	1	7	-2
19	O=C(NCCN1CCOCC1)C1CCN(c2nc3ccccc3o2)CC1	1	1	3	4	-1
20	O=C(O)C1CCN(S(=O)(=O)N2CCOCC2)CC1	-18	-8	-5	-13	4

no.	AHR act	MEX-5 binding	PME-1 primary	GLD-1 TGE inh
11	1	2.8	-2	9
12	7	-0.7	4	2
13	6	0.8	-5	4
14	0	-1.2	3	-2
15	-1	3.4	-7	7
16	-2	1.4	-1	-5
17	-1	0.4	1	0
18	0	-0.6	-4	8
19	-1	-2.7	1	-13
20	6	-2.0	-12	1

(more compounds)
no.	canonical_smiles	MCL1-BIM inh	Fam108B counter	pPAFAH inh	BCLXL inh	PAFAH1B2 inh
21	Cn1c(=O)cc(SCC(=O)N2CCCC2)c2ccc(Cl)cc21	-3	0	0	1	5
22	Cc1ccc(S(=O)(=O)CC(=O)Nc2c(C)n(C)n(-c3ccccc3)c2=O)cc1	12	0	0	3	3
23	COc1ccc(C(C(=O)NC2CCCCC2)N(Cc2cccs2)C(=O)Cc2c[nH]c3ccccc23)cc1OC (stereo unspecified)	2	-2	2	5	4
24	CCN(c1ccc(NC(=O)CSCc2c(C)noc2C)cc1)C(C)C	9	.	2	2	1
25	O=S(=O)(c1ccc(Cl)cc1)N1CCN(CCc2ccccc2)CC1	-4	-1	-10	-1	28*
26	CCOC(=O)c1c(-c2ccccc2)csc1NC(=O)CSc1nc(C)cc(C)n1	6	-4	10	2	4
27	CC(=O)c1cccc(NC2c3ccccc3C(=O)N2Cc2ccco2)c1 (stereo unspecified)	-4	0	1	-14	2
28	O=C(Oc1ccc(-c2csnn2)cc1)C1CC1	4	4	20	2	6
29	CCN1CCN(C(=S)NCCc2ccccc2)CC1	15	-1	0	7	3
30	CC(C)CCNC(=O)C1CCC(=O)N1CCc1ccccc1 (stereo unspecified)	6	-4	0	3	6

no.	AHR act	MEX-5 binding	PME-1 primary	GLD-1 TGE inh
21	13	0.7	5	-7
22	0	-1.6	-3	-10
23	0	0.1	4	2
24	7	.	-1	-6
25	-1	-0.3	-11	-6
26	9	1.6	3	-1
27	2	0.1	10	-6
28	-1	1.3	4	-2
29	4	-0.5	-1	1
30	4	-1.0	1	-5

Following part.
no.	canonical_smiles	MCL1-BIM inh	Fam108B counter	pPAFAH inh	BCLXL inh	PAFAH1B2 inh
31	O=C(/C(=C(\O)c1ccccc1)c1ncc[nH]1)c1ccccc1	-3	4	2	-3	-2
32	C[C@H](CCC(=O)O)[C@H]1CC[C@H]2[C@@H]3C(=O)C[C@@H]4CC(=O)CC[C@]4(C)[C@H]3CC(=O)[C@]12C	-5	7	-2	0	2
33	O=S(=O)(Nc1nccs1)c1ccc(Cl)cc1	8	-2	8	7	4
34	COc1ccc2c(Cl)c(C(=O)NC3CCS(=O)(=O)C3)sc2c1 (stereo unspecified)	4	9	5	3	3
35	Cc1ccc(CNC(=O)Cn2cccc2C(=O)c2ccccc2C)cc1	-1	4	6	3	27*
36	C/C=C/C=C/C(=O)N1CC2(CC(c3cccc(NC(=O)CCCCC)c3)=NO2)C[C@H]1C(N)=O (stereo partly specified)	5	-6	5	5	-3
37	Oc1ccc(Br)cc1-c1cc(-c2ccccc2Cl)[nH]n1	-2	-29	22	-1	-2
38	COc1ccc(C(C(=O)NC2CCCCC2)N(C(=O)CCCC(=O)Nc2ccccn2)c2ccc3c(c2)OCCO3)cc1 (stereo unspecified)	-2	0	3	3	-1
39	COc1cc(CN2CCN(c3cccc(C)c3C)CC2)cc([N+](=O)[O-])c1O	4	2	4	7	-1
40	Cc1cc(-c2nnc(CCC(=O)NCCc3ccccc3F)o2)no1	-1	5	-5	-1	-9

no.	AHR act	MEX-5 binding	PME-1 primary	GLD-1 TGE inh
31	1	0.9	2	2
32	2	2.1	-3	1
33	-3	-1.5	8	2
34	4	-0.8	1	0
35	9	-2.2	-3	0
36	0	0.3	-2	-3
37	47	2.2	-27	5
38	0	-1.1	2	7
39	4	-0.9	0	9
40	0	1.8	4	5

(continued)
no.	canonical_smiles	MCL1-BIM inh	Fam108B counter	pPAFAH inh	BCLXL inh	PAFAH1B2 inh
41	CN(C)c1ccc(S(=O)(=O)N2CCCCC2)cc1NC(=O)CCNC(=O)c1ccco1	-1	.	1	4	5
42	CCOC(=O)N1CCN(C(=O)CN(c2ccccc2OC)S(=O)(=O)c2ccc(OC)cc2)CC1	2	5	5	4	2
43	COC(=O)c1ccc2[nH]c(C)cc(=O)c2c1	-5	-5	-4	2	0
44	Cc1ccc(O)c(NC(=O)c2ccc3c(c2)C(=O)N(CC(C)C)C3=O)c1	-2	4	3	2	2
45	N/C(=N\N=C\c1cccc(O)c1)c1nonc1N	-3	4	0	4	6
46	COc1ccc(N2CCN(C(=O)COC(=O)/C=C/c3ccc(OC(F)F)cc3)CC2)cc1	6	1	0	6	2
47	Cc1cc(NC(=O)Nc2cc(F)ccc2F)no1	-1	-4	1	7	1
48	Cc1ccc(S(=O)(=O)NCC(=O)OCC(=O)c2cc(C)n(-c3ccccc3)c2C)cc1	2	2	3	1	10
49	COc1ccccc1N1CCN(C/C=C/c2ccc(N(C)C)cc2)CC1	5	-5	1	11	.
50	COc1ccccc1NS(=O)(=O)c1ccc(OC)c(OC)c1	-8	0	8	1	5

no.	AHR act	MEX-5 binding	PME-1 primary	GLD-1 TGE inh
41	0	.	9	-2
42	7	-2.3	4	6
43	1	-0.3	-3	-4
44	73*	0.5	-1	-2
45	11	3.7	-4	-5
46	1	0.8	0	5
47	24	-1.2	2	-4
48	-4	1.1	-2	-1
49	0	-1.7	3	-1
50	0	2.7	16	-1

Quoted at random: 6 records from the list
no.	canonical_smiles	MCL1-BIM inh	Fam108B counter	pPAFAH inh	BCLXL inh	PAFAH1B2 inh
12	CC(C)CN(C(=O)COC(=O)c1cnc(Cl)c(Cl)c1)c1c(N)n(Cc2ccccc2)c(=O)[nH]c1=O	4	6	2	1	5
13	O=C1c2cccc3cccc(c23)C(=O)N1CCN1CCN(CC(O)COc2ccc3ccccc3c2)CC1 (stereo unspecified)	-6	-8	3	0	-4
49	COc1ccccc1N1CCN(C/C=C/c2ccc(N(C)C)cc2)CC1	5	-5	1	11	.
45	N/C(=N\N=C\c1cccc(O)c1)c1nonc1N	-3	4	0	4	6
30	CC(C)CCNC(=O)C1CCC(=O)N1CCc1ccccc1 (stereo unspecified)	6	-4	0	3	6
50	COc1ccccc1NS(=O)(=O)c1ccc(OC)c(OC)c1	-8	0	8	1	5

no.	AHR act	MEX-5 binding	PME-1 primary	GLD-1 TGE inh
12	7	-0.7	4	2
13	6	0.8	-5	4
49	0	-1.7	3	-1
45	11	3.7	-4	-5
30	4	-1.0	1	-5
50	0	2.7	16	-1

Next part
no.	canonical_smiles	MCL1-BIM inh	Fam108B counter	pPAFAH inh	BCLXL inh	PAFAH1B2 inh
51	CCOc1ccc2nc(NC(=O)CN3CCC(n4nnc5cc(C(F)(F)F)ccc54)CC3)sc2c1	-3	-7	0	-3	-2
52	Cc1ccc(C)c(NC(=O)Cn2nc([N+](=O)[O-])c(Br)c2C)c1	5	-3	3	3	-4
53	Cc1cc(Nc2ccc(F)cc2C)n2nc(C)nc2n1	2	2	1	2	5
54	CCCn1c(SCC(=O)Nc2ccc(C)c(S(=O)(=O)N3CCOCC3)c2)n[nH]c1=O	6	-1	0	6	-8

no.	AHR act	MEX-5 binding	PME-1 primary	GLD-1 TGE inh
51	9	1.8	3	-7
52	6	-0.6	10	9
53	7	1.9	-5	2
54	-3	-0.2	0	3
